aSyn rescue: qHTS of alpha-syn Inhibitors. Yeast expressing alpha-synuclein, growth rescue, BacTiter-Glo, 24 h. Potency, µM (titrated, usually from 46.1 µM), for the others: at the highest dose growth rescue (activation), hits mostly activators. actives 0.14% (n = 370,000). AID 652106, 2013; note: potency is the fitted concentration of half-maximal effect; % of control where 0% means no effect; nearly all actives have a fitted effect of over 65% in size
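Galactose-induced alpha-syn yeast (OD600=0.02, raffinose-pregrown) + pinned cpd, 24 hr, 30 deg C; growth by BacTiter-Glo luminescence. Growth restoration scores as activation.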
EPAC2 agonist: qHTS for Agonist of cAMP-regulated guanine nucleotide exchange factor 4 (EPAC2): primary screen | EPAC2 activation, biochemical qHTS; response scale: 100% = 6.5 mM cAMP response | Potency, µM (series often up to 154 µM), for the others: at the highest dose activation, usual class: activators | actives 0.079% (n = 360,000) | Rap guanine nucleotide exchange factor 4 (Homo sapiens), Q8WZA2; note: potency is the fitted concentration of half-maximal effect; nearly all actives have a fitted effect of over 50% in size
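Compounds were added across a concentration range to EPAC2 (100 nM), RAP1B-BODIPY-GDP (250 nM) and GDP (50 uM). After 5 min at room temperature, fluorescence was recorded at 5-min intervals for 30 min.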
DRD3 antagonist: qHTS of D3 Dopamine Receptor Antagonist: qHTS; D3R cells, DiscoveRx beta-arrestin luminescence, antagonist mode; active compounds read low; max response, negative = inhibition, %; actives 2.5% (n = 360,000); AID 652054, 2013; in the data active = max response below about -50%; inconclusive = no clear call, values can overlap the other calls; note: % is set by controls: 0 for no effect and ±100 for the full control effect; mostly tested at two doses, the higher about 12 µM
Target sequence (P35462 whole entry, looked up): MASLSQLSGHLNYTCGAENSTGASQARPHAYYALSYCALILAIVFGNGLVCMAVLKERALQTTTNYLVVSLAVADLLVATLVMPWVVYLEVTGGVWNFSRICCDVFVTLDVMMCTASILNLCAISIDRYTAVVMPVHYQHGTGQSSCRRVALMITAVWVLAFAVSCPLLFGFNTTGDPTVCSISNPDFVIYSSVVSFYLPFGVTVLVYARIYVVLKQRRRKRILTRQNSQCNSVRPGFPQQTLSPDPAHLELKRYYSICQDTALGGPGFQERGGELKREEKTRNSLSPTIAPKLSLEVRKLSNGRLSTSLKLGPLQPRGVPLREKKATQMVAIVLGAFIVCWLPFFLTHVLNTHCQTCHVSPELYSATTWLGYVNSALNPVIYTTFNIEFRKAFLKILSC
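Cells plated overnight at 1500 cells/well, then exposed to library compounds with dopamine controls for 90 minutes at 37 degrees C. DiscoveRx reagent added for 30–60 minutes at room temperature; luminescence read, quantitative HTS format.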
TDP-43 yeast inh: qHTS of TDP-43 Inhibitors; TDP-43 expressing yeast growth rescue, BacTiter-Glo, 24 h; Potency, µM (top dose mostly 46.1 µM), for inactives: at the highest dose growth rescue (activation), hits mostly activators; actives 1.8% (n = 410,000); AID 652104, 2013; note: potency is the fitted concentration of half-maximal effect; % of control where 0% means no effect; nearly all actives have a fitted effect of over 50% in size
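Galactose-induced TDP-43 yeast, OD600=0.02, compound pinned; 24 hr, 30 deg C; BacTiter-Glo luminescence for growth. Inhibitors of TDP-43 toxicity read as activators.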
FUS suppressor: qHTS for Suppressors of FUS Proteinopathy: Primary screen using FUS-linked yeast assay; S. cerevisiae FUS-expressing, growth rescue, OD600, 24 h; Potency, µM (doses to about 76.6 µM), for inactives: at the top dose growth rescue (activation), usual class: activators; actives 0.24% (n = 390,000); AID 1347120, 2019;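 note: potency is the fitted concentration of half-maximal effect; plate controls were DMSO vehicle for no effect and reference control for full effect; nearly all actives have a fitted effect of over 55% in size; some results filed as inactive show a strong effect at the top dose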
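Galactose (2%) drives FUS expression in yeast precultured in raffinose; seeding density OD 0.005. Test compounds incubated 24hr at 30C and 99% humidity before absorbance at 600 nm was measured.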
EPAC2 antag: qHTS for Antagonist of cAMP-regulated guanine nucleotide exchange factor 2 (EPAC2): primary screen. EPAC2 GEF exchange of Rap1B-BODIPY-GDP, fluorescence. Potency, µM (series often up to 114 µM), for the others: at the top dose activity, negative = inhibition, actives largely listed as inhibitors. actives 0.18% (n = 360,000); note: potency is the fitted concentration of half-maximal effect; % is set by controls: 0 for no effect and ±100 for the full control effect; nearly all actives have a fitted effect of over 45% in size; many of its hits are not listed in these tables
Abeta yeast res: qHTS for compounds that reverse cellular toxicity of Amyloid beta (A-beta) peptide in yeast: Primary Screen | yeast expressing A-beta42, growth rescue, OD600, 48 h; response scale: 0% DMSO, 100% iron-clioquinol control | Potency, µM (titrated, usually from 46.1 µM), without a hit: at the highest dose growth rescue, most hits filed as activators | actives 0.063% (n = 410,000); note: potency is the fitted concentration of half-maximal effect; nearly all actives have a fitted effect of over 55% in size
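Yeast A-beta toxicity model in growth medium with pinned compounds, 48 h at 30 C; growth read as absorbance at 600 nm. Normalized to FeCl3/clioquinol equimolar mix (positive) and DMSO (negative).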
D3 ag: qHTS of D3 Dopamine Receptor Agonist: qHTS. D3R DiscoveRx beta-arrestin cells, luminescence, 90 min. actives 0.58% (n = 410,000). AID 652048, 2013. max activation, %. D(3) dopamine receptor (Homo sapiens), P35462; in the data active = max activation above about 30%; note: 0% is about no effect; mostly tested at two doses, the higher about 12 µM
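Agonist mode: compounds and dopamine controls were applied to plated cells for 90 min at 37 degrees C after an overnight attachment at 1500 cells/well. Luminescent read-out followed 30 - 60 minutes at room temperature with DiscoveRx detection reagent.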
Active calls of the source: *; ? = inconclusive; . = no result given; & = joins results of further samples; [ ] = dose if it differs, or a comment. Unless noted, calls come from the whole dose curve; as a rule, active = well fitted curve in the direction sought with a large enough effect; inconclusive = small, poorly fitted or top-dose-only effect, or another doubt; inactive = no such curve, though single readings can be large; an effect the other way counts as inactive or inconclusive. A portion of the library (hit frequency here may not be typical).

Sample of the layout (four entries):
SMILES	aSyn rescue	EPAC2 agonist	DRD3 antagonist	TDP-43 yeast inh	FUS suppressor	EPAC2 antag	Abeta yeast res	D3 ag
O=c1[nH]nc(Cc2ccccc2)c2ccccc12	0%	3%	4	15%	22%	8%	22%	2
Cc1ccc(NC(=S)N2CCC(NC(=O)c3cccc(F)c3)CC2)cc1	-7%	0%	-5	-5%	-19%	3%	2%	5
COc1cccc(C(=O)O[C@H]2[C@H](C)NS(=O)(=O)[C@H]3C[C@@H]4C=C[C@]23O4)c1	0%	-1%	-1	-7%	-3%	-3%	-8%	-2
CCc1ccccc1Nc1sc(C(=O)c2ccccc2)c(N)c1S(=O)(=O)c1ccccc1	.	.	.	24%	27%	.	6%	-3

The listing, from the start:
SMILES	aSyn rescue	EPAC2 agonist	DRD3 antagonist	TDP-43 yeast inh	FUS suppressor	EPAC2 antag	Abeta yeast res	D3 ag
O=c1[nH]nc(Cc2ccccc2)c2ccccc12	0%	3%	4	15%	22%	8%	22%	2
Cc1ccc(NC(=S)N2CCC(NC(=O)c3cccc(F)c3)CC2)cc1	-7%	0%	-5	-5%	-19%	3%	2%	5
COc1cccc(C(=O)O[C@H]2[C@H](C)NS(=O)(=O)[C@H]3C[C@@H]4C=C[C@]23O4)c1	0%	-1%	-1	-7%	-3%	-3%	-8%	-2
CCc1ccccc1Nc1sc(C(=O)c2ccccc2)c(N)c1S(=O)(=O)c1ccccc1	.	.	.	24%	27%	.	6%	-3
Cc1cccc(NC(=S)N2CCN(Cc3ccc4c(c3)OCO4)CC2)c1C	1%	5%	-1	0%	18%	14%	9%	7
COc1ccc(CNC(=O)CSc2nc(-c3ccc(OC)cc3)cc(C(F)(F)F)n2)cc1	.	.	.	8%	1%	.	-15%	-5
CC(=O)c1c(N2CCOCC2)nc(=O)n(-c2ccccc2)c1C	0%	5%	15	9%	-9%	2%	6%	1
Cc1ccc(Cn2nnc3c(=O)n(CC(=O)NCc4ccccc4)cnc32)cc1	-3%	-4%	-6	2%	-2%	3%	-11%	-2
CC(C)Cn1cnc2c1c(=O)n(CC(=O)NN)c(=O)n2Cc1ccccc1	-5%	19%	-2	-6%	?	-9%	-16%	-2
CCCn1nc2cc(C(=O)NCc3ccc(OC(F)(F)F)cc3)ccc2c1OCC	-2%	-3%	-30	24%	21%	-24%	7%	-20
N#C/C(=C/c1ccc(Cl)cc1)c1nc(-c2ccc(Br)cc2)cs1	.	.	.	24%	-1%	.	0%	3
Cc1cccc(N2CCN(C(=O)c3ccccc3OCc3c(C)noc3C)CC2)c1C	8%	2%	1	?	34%	-19%	?	9
COc1ccccc1Nc1ncc(C(=O)N2CCN(Cc3ccc(OC)c(OC)c3OC)CC2)c2ccccc12	0%	8%	34	-11%	?	-16%	12%	4
O=C(NC1CC2CCCC(C1)N2S(=O)(=O)c1ccccc1)C1CCCCC1 (stereo not given)	5%	10%	11	-25%	11%	8%	9%	5
C[C@@H]1CN([C@@H](C)CO)C(=O)c2cc(N(C)C)ccc2O[C@@H]1CN(C)Cc1ccncc1	-5%	3%	4	-15%	-11%	4%	-8%	1
O=C(CSc1nnc(CNC(=O)c2ccccc2F)o1)NCCc1ccccc1	-3%	-2%	4	14%	6%	11%	6%	5
COc1ccc(NC(=O)Cn2c(=O)n(CCCC(=O)NCc3ccccc3OC)c(=O)c3ccccc32)cc1Cl	.	.	.	8%	7%	.	-18%	-13
COc1ccc2nc(SCC(=O)N(C)CC(=O)Nc3ccc(F)cc3)[nH]c2c1	-2%	-4%	3	-2%	9%	-8%	-8%	0
CCC(C)NC(=O)CSc1nc2c(sc(=S)n2-c2cc(Cl)ccc2OC)c(=O)[nH]1 (stereo not given)	-6%	-5%	-9	0%	4%	-20%	-18%	-4
CCN1C(=O)CSc2ccc(C(=O)NCCCN3CCOCC3)cc21	-15%	-5%	1	-17%	20%	5%	2%	3
CCCn1nnnc1NC(=O)COc1ccc(Br)cc1	?	0%	8	-8%	6%	10%	6%	2
CN(Cc1ccccc1)C(=O)c1ccc(NC(=O)Cc2ccc(NC(=O)C3CCCN(S(=O)(=O)c4cccc([N+](=O)[O-])c4)C3)cc2)cc1 (stereo not given)	-2%	8%	1	13%	?	-12%	-3%	-6
COc1cc(NC(=O)C2CC(c3c(F)cccc3Cl)=NO2)c(OC)cc1Cl (stereo not given)	12%	8%	20	-10%	-1%	17%	-1%	3
O=C(NCc1ccncc1)c1cc(S(=O)(=O)N2CCOCC2)c(Cl)cc1Cl	4%	0%	-4	-19%	2%	-6%	-11%	15
NNC(=O)c1ccc(COc2cccc3ccccc23)o1	3%	4%	142	?	23%	-9%	2%	-3
COc1ccc(C(C(=O)NC2CCCC2)N(C(=O)CNC(=O)c2ccco2)c2cccnc2)cc1 (stereo not given)	5%	7%	6	-24%	13%	8%	-6%	2
CCOc1ccc(NC(=O)CCCc2nc(-c3cccc(OC)c3)no2)cc1	.	.	.	18%	15%	.	-5%	-12
Cc1c(Cl)cccc1NC(=O)C(=O)NCCc1csc2nc(-c3ccccc3F)nn12	.	.	.	30%	22%	.	1%	1
COc1ccccc1S(=O)(=O)Nc1cccc(-c2nnc3n2CCCCC3)c1	-3%	-11%	-1	-8%	-11%	0%[57.1 µM]	15%	3
CCn1c(COc2ccc(=O)n(-c3ccccc3)n2)nnc1SCc1ccccc1C	-3%	-5%	-4	-7%	1%	-9%	5%	1
CCN(CC)C(=O)CSc1nc2ccccc2c(=O)n1CCC(=O)NCCc1ccc(OC)c(OC)c1	-4%	-8%	8	4%	-2%	-5%	-3%	-8
COc1cccc(C(=O)OCC(=O)c2ccc(Br)s2)c1OC	-5%	12%	-8	1.8µM*	39%	-19%	-4%	2
Cc1cccc(C(=O)Nc2nnc(S(=O)(=O)N(C)Cc3ccccc3)s2)c1	.	.	.	11%	-8%	.	-12%	-6
C#CCN1C(C)=C(C(=O)OC)C(c2cccc([N+](=O)[O-])c2)C(C(=O)OCC)=C1C (stereo not given)	-10%&-4%	-1%	0	30%	15%	4%	-16%	0
CC[N+]1(CC)CC2=Cc3c(ccc4ccccc34)C(C)C2C1 (stereo not given)	-1%	10%	-6	-30%[inhibitor]	-5%	2%	-24%	-8
C/C(=N\NC(=O)c1ccc(NS(=O)(=O)c2cccs2)cc1)c1ccc2c(c1)OCO2	1%	1%	0	-15%	21%	6%	-10%	-4
FC(F)(F)c1cc(N2CCNCC2)c2ccccc2n1	10%	6%	19	12%	1%	13%	-9%	1
COc1cccc(NC(=O)Cn2c(=O)n(CC(=O)NCc3ccc(C)cc3)c(=O)c3sccc32)c1	.	.	.	8%	1%	.	-4%	-9
COc1ccc(-n2c(C)cc(SC)c(C(C)=O)c2=S)cc1	-9%	3%	8	20%	-2%	1%	18%	-1
COc1ccccc1CN(C)C(=O)c1ccc2c(c1)NC(=O)CS2	4%	-4%	10	1%	17%	1%	25%	-2
C[C@@H]1CN([C@@H](C)CO)C(=O)c2cc(N(C)C)ccc2O[C@@H](C)CCCCO[C@@H]1CN(C)S(=O)(=O)c1cccs1	?	11%	-29	17%	16%	-8%	-6%	-5
CCOCCCNC(=O)C1CCN(c2nc3ccc(Cl)cc3[nH]2)CC1	.	.	.	10%	-7%	.	-6%	-6
CCOC(=O)C/C(C)=N/NC(=O)COc1ccccc1C	2%	-5%	16	4%	.	0%	11%	-2
O=C(NCC(c1cccnc1)N1CCN(c2ccccc2F)CC1)c1ccccc1 (stereo not given)	-3%	9%	3	25%	8%	2%	7%	4
COC(=O)c1ccc(NC(=O)c2nc(S(=O)(=O)Cc3cccc(C)c3)ncc2Cl)cc1	12%	22%	-53*	20%	7%	-1%	-24%	-28
Cc1cc(-c2ccc(Cl)cc2Cl)c(C#N)c(=O)[nH]1	4%	1%	15	0%	-10%	2%	12%	1
CCc1ccccc1-n1c(SCC(=O)N2CCCC2)nc2[nH]ncc2c1=O	-7%	5%	-17	-25%[1.82 µM]	16%	6%	-6%	-5
COc1ccc(NC(=O)CCOc2ccc(C)cc2)cc1S(=O)(=O)N1CCOCC1	-2%	-1%	14	14%	.	0%	-8%	-4
COc1cccc(NC(=O)CN(C)C(=O)Cn2[nH]c(=O)c3ccccc3c2=O)c1	-1%	3%	4	10%	-5%	10%	-3%	2
Cc1ccc(NS(=O)(=O)c2cc(OCC(N)=O)c(C)cc2Cl)cc1	-6%	4%	5	16%	-13%	-2%	0%	2
CCOc1ccccc1Nc1nc(-c2ccc(C)cc2)c(CC(=O)O)s1	.	.	.	9%	11%	.	-4%	-10
CCOC(=O)c1cnc2c(ccc3ccccc32)c1NCCN(C)C	-2%	10%	-23	0%	-16%	5%	-6%	-13
C#CCOCCOCCOCCNc1nc(N2CCN(C(=O)[C@H](CCCCN)n3cc(CN)nn3)CC2)nc(N2CCN(C(=O)[C@H](CCC(=O)O)n3cc([C@@H](N)[C@H](C)CC)nn3)CC2)n1	-3%	12%	-6	15%	-10%	4%	-4%	12
CCCCN(C)C(=O)C1CCN(c2ccc(S(=O)(=O)N3CCOCC3)cc2[N+](=O)[O-])CC1	1%	-1%	-15	3%	20%	5%	-9%	3
Cc1sc(NC(=O)CN2CCOCC2)c(C(=O)c2ccccc2)c1C	-16%	3%	21	11%	15%	6%	18%	2
Cc1ccc(CNc2cccnc2)cc1	3%	-3%	-1	-10%	-19%	-17%	-3%	1
Nc1n[nH]c2cc(=O)n(-c3ccc(Cl)cc3)nc12	4%	0%	4	6%	9%	-8%[57.1 µM]	-14%	1
O=C(O)/C(=C\c1ccc(-c2ccccc2[N+](=O)[O-])o1)c1ccccc1	-1%	0%	4	-7%	-5%	-12%	-16%	0
O=C(NCc1ccc2c(c1)OCO2)c1ccc(N2C(=O)C3CCCCC3C2=O)cc1 (stereo not given)	9%	6%	-16	17%	-9%	-24%	3%	1
COc1ccc(NC(=O)CN2CCN(C(=O)c3ccco3)CC2)c(OC)c1	2%	1%	9	14%	-26%	4%	10%	13

Assay outcomes deposited in PubChem by National Center for Advancing Translational Sciences (NCATS).
